Platelet DG rel: modulates dense granule release in human platelets; human platelet-rich plasma, SFLLRN dense granule ATP release, luminescence; inhibition, %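 (compounds screened at 7.5 µM in platelet-rich plasma)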; actives 0.22% (n = 300,000); AID 1663;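 active = mean replicate score, as percent of positive control, at or above 50; inconclusive = mean below 50 but at least one replicate at or above 50; inactive = mean and every replicate below 50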
HSF1 inh: HSF1 inhibition | NIH3T3-HGL HSE-luciferase, MG132-induced, luminescence 8 h; hits give low values | activity change, negative = inhibition, % at 7.5 µM (by protocol) | actives 0.77% (n = 300,000) | AID 2098;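 active = more than half of replicate wells show activity change below -50%, luminescence cut by over half; inconclusive = some wells, but at most half, below -50%; inactive = no replicate well below -50%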;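 also: luciferase reports HSF-1 transcriptional activity via heat shock element; 0% = median of DMSO wells and -100% = zero luminescence signal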
AI-2 QS modul: Vibrio harveyi AI-2 quorum sensing modulation; Vibrio harveyi JMH597 AI-2 luminescence/OD600 ratio, 9 h; hits give low values; strain lacks LuxN and CqsS sensors; 0 = neutral-control median; activity change, % at 7.5 µM; actives 0.4% (n = 300,000); in the data active = activity change below about -75%, passing the limit was not always enough; inconclusive = no clear call, values can overlap the other calls;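 also: luminescence divided by OD600 gain over 9 h not by final OD600 alone; inactives centre near 13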
HIF activator: HIF pathway transcriptional activation; actives 0.32% (n = 300,000); U2OS HRE-luciferase reporter, luminescence; normalized: DMSO 0%, desferrioxamine 100%; activation, % at 7.5 µM (by protocol);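 active = mean activation of at least 10% of the iron chelator positive control signal, with at least half of replicates also reaching 10%; inconclusive = mean and replicate majority disagree about reaching 10%; inactive = mean and most replicates under 10%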
aSyn 5UTR inh: MLPCN primary screen, SNCA 5' untranslated region. alpha-synuclein 5'UTR reporter, inhibitor activity. inhibition, % (tested at 7.5 µM). actives 0.82% (n = 300,000). AID 1813; in the data active = inhibition above about 60%; inconclusive = no clear call, values can overlap the other calls;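 also: H4 neuroglioblastoma cells stably carrying SNCA 5'UTR luciferase fusion; 0% = DMSO wells and 100% = positive control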
SKKanGAS inh: inhibitors of SKKanGAS S. pyogenes growth in kanamycin (SK-promoter or general growth effect) | BacTiter-Glo, 6 h | inhibition, % at 7.5 µM | actives 1.3% (n = 300,000);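 active = mean replicate score, as percent of positive control median, at least 50; inconclusive = mean below 50 but one replicate at or above 50; inactive = mean and every replicate below 50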;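 also: strain carries kanamycin resistance gene driven by streptokinase promoter and grows in 40 µg/ml kanamycin; loss of luminescence reflects streptokinase promoter inhibition or plain growth inhibition; 0% = median of DMSO wells and 100% = positive control at its reference dose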
HSP90 refold inh: blocks HSP90-mediated luciferase refolding in reticulocyte lysate; Rabbit reticulocyte lysate, luciferase refolding luminescence, 3 h; inhibition, % at 5.6 µM; actives 0.91% (n = 290,000);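 active = inhibition above the screen-wide mean plus 3 SD, computed separately per campaign, cut at about 16% in these data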;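 also: 0% = DMSO wells and 100% = 60 µM geldanamycin wells; inhibitors lower the luminescence because luciferase stays unfolded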
KLF5 inh: suppresses KLF5 promoter-driven expression; DLD-1 KLF5 promoter-luciferase reporter, luminescence; inhibition, % at 5 µM; actives 0.23% (n = 290,000); AID 1700;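 active = inhibition above a per-plate limit of that plate's mean compound inhibition plus 3 SD, cut at about 60% in these data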;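 also: 0% = DMSO wells and 100% = LY294002 at 200 µM; higher means less KLF5 promoter-driven luciferase light; inactives centre near -14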
IEC-6 tox: IEC-6 cytotoxicity, counter-screen for KLF5 inhibitors | luminescence viability | inhibition, % at 5 µM | actives 0.78% (n = 290,000) | AID 1825; in the data active = inhibition above about 22%;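 also: 0% = plate median of test compound wells and 100% = cytotoxic reference compound wells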
HSF-1 act: increases HSF-1 driven luciferase reporter signal | NIH3T3-HGL HSF-1 luciferase reporter, MG132, 8 h; 100% = twice DMSO control signal | activation, % at 9 µM | actives 1.7% (n = 300,000) | AID 504408;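 active = mean replicate activation of at least 50% with a set share of replicates each reaching 50%; inconclusive = only one of those two conditions met; inactive = mean below 50% and too few replicates reaching it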;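 also: 0% = median of the neutral control wells and 100% = twice that signal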
Numbers without * were called inactive; ? = inconclusive; . = no result given.

SMILES	Platelet DG rel	HSF1 inh	AI-2 QS modul	HIF activator	aSyn 5UTR inh	SKKanGAS inh	HSP90 refold inh	KLF5 inh	IEC-6 tox	HSF-1 act
Cc1cn2c(-c3cccnc3)nnc2s1	-3	1	12	-0.1	-31	6	4	-14	-6	-15
Cc1ccc(C(C(=O)NC2CCCC2)N(C(=O)c2csnn2)c2ccccc2)o1 (stereo unspecified)	-2	-2	12	0.1	15	8	-3	-11	-2	2
O=C(CSc1nnc(Cc2ccccc2)o1)c1ccc2c(c1)OCO2	-4	2	31	-1.5	-13	8	.	.	.	-8
O=C(/C=N/O)NCCCn1ccnc1	-1	-14	-12	-48	-21	1	3	-25	5	-17
Cc1oc2c(C)c3oc(=O)c(CCC(=O)N[C@@H](CC(C)C)C(=O)O)c(C)c3cc2c1C	-1	-7	13	-0.2	23	5	1	-3	5	-2
N#Cc1cn(-c2ccccc2)nc1-c1cc2ccccc2oc1=O	7	3	14	0.0	-63	3	2	-38	8	35
CC(Oc1ccc(Cl)cc1Cl)C(=O)NCCCCc1ccccc1 (stereo unspecified)	21	11	28	-0.2	-9	6	-6	-7	2	?
COc1cccc(CNS(=O)(=O)c2csc(C(N)=O)c2)c1	2	-5	-2	.	-14	-3	3	-6	2	-10
O=C(c1cc([N+](=O)[O-])cc([N+](=O)[O-])c1)N1CCN(C(=O)c2ccco2)CC1	3	19	18	-0.5	0	-3	9	-20	-7	50
CCC[C@@H]1C[C@@]1(CCC)[C@@H](NP(=O)(c1ccccc1)c1ccccc1)c1ccc(C(=O)OC)cc1	2	-3	2	-0.5	17	97*	1	-20	0	-6
CCCCCCn1ccc(=N)cc1	-1	-3	1	2.4	13	0	4	6	28*	-5
COc1ccc(-c2nncnn2)cc1	-1	3	27	0.1	-7	21	2	-34	-8	5
CCN(CC)C(=O)C(=O)c1cc(C)n(-c2ccc(F)cc2)c1C	13	-4	26	-0.5	0	4	-2	-23	-6	1
COC(=O)/C(=C(/F)SCC(C)=O)C(F)(F)F	5	-1	-2	91*	-5	-10	-3	-8	-16	6
CCOc1cc(C)c(S(=O)(=O)NCCCn2ccnc2)cc1C	-2	-6	-4	-1.5	31	-4	1	-39	2	0
COc1ccc(NC(=O)CN(C)CC(=O)Nc2ccc(Cl)c(S(=O)(=O)N(C)C)c2)cc1	-6	3	14	-0.2	0	-3	-2	-24	-4	-7
Cc1ccc(-c2n[nH]c(=S)n2/N=C\c2ccco2)cc1	19	5	38	0.2	-9	6	-2	-5	1	1
COc1ccc(NC(=O)C2CCCNC2)cc1OCC(C)C (stereo unspecified)	9	-30	17	0.1	-1	-3	-1	-5	0	-34
COc1cccc(Nc2cc(N3CCOCC3)c3nonc3c2[N+](=O)[O-])c1	-11	0	19	-0.3	12	-2	-1	-14	-1	-1
O=C(Nc1ccsc1C(=O)O)c1ccccc1	6	-2	28	0.7	-15	-5	-3	-11	2	-1
COc1ccccc1CNC(=O)CCS(=O)(=O)c1ccc(Cl)cc1	-28	2	13	-0.4	2	-11	.	.	.	11
COc1ccc(CNC(=O)c2nnn(-c3cccc(C(F)(F)F)c3)c2N)cc1	-43	3	15	0.1	11	1	-5	15	-1	-10
COc1cccc(OC)c1C(=O)NC(=S)N1CCOCC1	-1	1	12	0.0	-6	-1	0	-43	0	6
CCCn1c(CN2CCN(C(=O)OCC)CC2)nc2cc([N+](=O)[O-])ccc21	-1	1	22	0.5	10	8	-1	5	6	-3
Cc1cc(S(=O)(=O)n2cnc3cc([N+](=O)[O-])ccc32)ccc1Cl	-6	-4	-9	0.1	15	-3	-2	19	-4	33
(continued)
SMILES	Platelet DG rel	HSF1 inh	AI-2 QS modul	HIF activator	aSyn 5UTR inh	SKKanGAS inh	HSP90 refold inh	KLF5 inh	IEC-6 tox	HSF-1 act
CC(C)=CC(=O)Nc1ccccc1Br	-3	-1	49	0.2	-10	-3	-1	-43	-3	-6
COc1ccc(NC(=O)CCC(=O)Nc2nnc(C(C)C)s2)cc1Cl	1	2	25	0.1	6	-2	-6	-31	-8	5
COc1cccc(C2CC(=O)Nc3cc(OC)c(OC)c(OC)c32)c1OC (stereo unspecified)	2	2	16	-0.6	37	-1	-2	-3	-1	4
O=C(O)c1ccccc1-c1ccccc1C(=O)NCc1ccco1	-4	-12	19	-0.3	-16	-4	-4	-13	-4	4
CC1=NCCN1CCNC(=O)Nc1ccc(F)cc1	20	-4	4	-0.3	-7	0	-2	-15	5	0
Cc1cnc(NC(=O)CSc2nc3ccccc3s2)s1	2	5	12	0.5	-9	-9	5	-14	0	27
Cn1c(N/N=C/c2c[nH]c3ccccc23)nc2ccccc21	15	36	21	2.3	-126	29	0	-22	12	61*
O=c1c2ccc(Cl)cc2[nH]c(=S)n1Cc1cccnc1	2	4	19	-0.2	-4	2	2	-16	12	38
COC(=O)C1=C(COc2ccccc2)NC(=O)NC1c1ccc2ccccc2c1 (stereo unspecified)	-1	9	10	-0.6	36	15	.	.	.	17
Cc1cccc(N2CCC(N=CN(C)C)=N2)c1	-5	-26	16	0.0	-21	-6	-2	-26	-5	-35
C=CCn1c(C(C)NC(=O)c2cccs2)n[nH]c1=S (stereo unspecified)	6	-4	8	0.7	-15	-3	1	-10	-4	0
C=CCn1c(SCC(=O)c2cccs2)nc2sc(CC)cc2c1=O	-3	13	3	-0.4	26	0	0	-13	30*	20
O=C(OCc1ccccc1)/C(=C/c1cccc2ccccc12)NC(=O)c1ccccc1	-12	2	10	-0.4	-21	1	8	-2	-1	8
COC(=O)c1ccc2c(=O)n(Cc3ccco3)c(SCC(=O)Nc3ccccc3Cl)nc2c1	4	13	13	0.1	13	13	2	-5	-3	23
O=C(CSc1nncn1-c1ccccn1)Nc1ccccc1Cl	0	0	8	-0.3	-4	2	-8	-6	-8	7
NC(=O)c1cc[n+](CC(=O)c2ccc(NC(=O)c3ccccc3)cc2)cc1	-10	-2	12	-0.2	-15	-8	1	8	3	13
O=C(CCc1nnc2ccc(N3CCCCC3)nn12)NCc1ccco1	6	3	19	-0.5	9	0	-2	-11	4	5
Clc1ccccc1/C=N/NC1=Nc2cccc3cccc1c23	0	-17	14	1.0	-230	-9	-3	-77	4	-31
O=C(N/C=N/OCc1ccc(Cl)cc1Cl)NOCc1ncc(C(F)(F)F)cc1Cl	-78	11	19	-0.3	29	25	2	8	8	17
COc1ccc(CNS(=O)(=O)c2cc(-c3cc(C)no3)ccc2OC)cc1OC	-4	-4	-3	-0.1	1	1	-7	-5	-4	-9
COc1ccc(NC(=O)CSc2ccc3nnc(-c4cccnc4)n3n2)cc1OC	11	-8	-8	0.0	-10	25	-2	-13	4	-1
Cc1cc(C(=O)Nc2ccc(S(=O)(=O)N3CCCC3)cc2)no1	-1	-3	21	-0.5	-2	-1	-3	-9	8	1
O=c1c2ccccc2c(/C=N/n2cnnc2)c(O)n1-c1ccccc1F	-4	-7	7	0.0	7	6	.	.	.	-2
CCOc1ccc(CCNC(=O)COC(=O)COc2ccc(Br)cc2)cc1OCC	-5	-8	15	-0.1	24	2	-2	-33	1	-1
Cc1cccc(N2CCN(C(=O)c3cc(S(=O)(=O)N4CCCC4)cn3C)CC2)c1C	36	-10	39	0.8	35	-11	-2	43	52*	-4
Remaining list, next part.
SMILES	Platelet DG rel	HSF1 inh	AI-2 QS modul	HIF activator	aSyn 5UTR inh	SKKanGAS inh	HSP90 refold inh	KLF5 inh	IEC-6 tox	HSF-1 act
CCc1ccc(NC(=O)COc2ccc3c(c2)OCO3)cc1	0	40	-3	0.9	-74	0	2	-14	9	37
O=C(Cc1nc2ccccc2[nH]1)c1ccc([N+](=O)[O-])cc1	5	28	54	1.7	-90	16	4	-54	3	?
O=C(CCC(=O)c1ccc(-c2ccccc2)cc1)Nc1cccnc1	6	3	16	0.2	-15	-5	-1	-7	-5	1
O=C(Nc1nc(-c2ccco2)cs1)c1ccccc1	-8	13	29	2.7	-181	1	-5	-68	-10	29
CC1CCN(C(=O)c2cc(-c3ccc4c(c3)OCO4)on2)CC1	-1	8	-90*	-1.1	-51	0	20*	-63	4	31
CC(C)OP(=O)(OC(C)C)C(NC(=O)c1ccc(Br)cc1)c1ccccc1 (stereo unspecified)	9	13	10	0.1	-7	-1	0	-11	0	12
CCOc1ccc(N(CC(=O)N2CCOCC2)S(=O)(=O)c2ccc(F)cc2)cc1	-3	-3	12	-0.4	2	-5	4	-4	6	0
O=C(NCCNc1ccc(Cl)cc1[N+](=O)[O-])c1cccnc1	1	12	1	-0.1	-7	-13	0	-21	11	37
O=C(OCc1ccc(Cl)cc1)c1cnccn1	0	-7	20	-11	-4	-1	4	-20	5	-3
CC(C)(C)NC(=O)CSc1nc(N)cc(=O)[nH]1	0	-9	31	-0.1	8	-13	3	12	-3	-3
Cc1nc2scc(-c3cccs3)c2c(=O)n1N	-4	1	15	0.0	19	1	3	-24	-2	-3
Cc1cc(NC2CCCC2)n2nc(C)c(-c3ccccc3)c2n1	-1	9	50	-0.7	-57	0	0	-66	-20	52*
COc1ccc(Cl)cc1S(=O)(=O)N1CCC(C(=O)NCc2ccccn2)CC1	4	-3	14	-0.5	3	-3	.	.	.	-9

Compound activity: PubChem, several laboratories
